From PubChem BioAssay
MITF act = activators of MITF-driven TRPM1 promoter activity in SK-MEL-5 cells; SK-MEL-5 TRPM1-promoter luciferase, 24 h; % of positive control, neutral wells = 0; activation, % at 12.5 µM; actives 0.75% (n = 300,000); AID 588334;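 active = mean activation of at least 80% with every replicate also reaching 80%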;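 also: 0% = neutral control wells and 100% = parthenolide positive control wells; values of inactives mirror those of a sister screen read the other way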
Rtt109 Vps75 = C. albicans Rtt109 histone acetyltransferase inhibition; Q5AAJ8; purified Rtt109/Vps75, ThioGlo CoA-SH fluorescence, 4 h; inhibition, % at 34.9 µM; actives 0.16% (n = 330,000);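 active = inhibition of at least 50% in every replicate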
Target sequence (Q5AAJ8 whole entry, looked up): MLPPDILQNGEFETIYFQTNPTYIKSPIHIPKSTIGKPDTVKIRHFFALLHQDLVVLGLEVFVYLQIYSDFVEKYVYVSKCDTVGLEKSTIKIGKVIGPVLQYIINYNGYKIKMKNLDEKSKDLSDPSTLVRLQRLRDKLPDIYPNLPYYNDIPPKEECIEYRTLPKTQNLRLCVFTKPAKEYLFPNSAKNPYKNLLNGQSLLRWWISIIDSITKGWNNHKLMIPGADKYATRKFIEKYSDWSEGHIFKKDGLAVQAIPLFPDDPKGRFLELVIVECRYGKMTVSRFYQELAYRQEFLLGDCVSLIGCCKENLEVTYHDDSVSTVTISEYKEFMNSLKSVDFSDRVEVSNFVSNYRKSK
NSD2 HMT inh = inhibitors of human histone methyltransferase NSD2 | NSD2 peptide methylation, AlphaScreen, 120 min | inhibition, % at 12.5 µM | actives 0.54% (n = 310,000) | AID 743445; in the data active = inhibition above about 50%
dFosB activator = activators of mouse delta FosB homodimer; P13346; purified delta FosB, TAMRA-CDK5 oligo fluorescence polarization; percent of positive-control signal above neutral wells; activation, % at 25 µM; actives 0.99% (n = 340,000);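 active = mean activation above about 17%, with every replicate also reaching it, limit read from the data, passing the limit was not always enough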;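 also: fluorescence polarization rise as delta FosB binds a TAMRA Cdk5 AP-1 oligo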
Target sequence (P13346 whole entry, looked up): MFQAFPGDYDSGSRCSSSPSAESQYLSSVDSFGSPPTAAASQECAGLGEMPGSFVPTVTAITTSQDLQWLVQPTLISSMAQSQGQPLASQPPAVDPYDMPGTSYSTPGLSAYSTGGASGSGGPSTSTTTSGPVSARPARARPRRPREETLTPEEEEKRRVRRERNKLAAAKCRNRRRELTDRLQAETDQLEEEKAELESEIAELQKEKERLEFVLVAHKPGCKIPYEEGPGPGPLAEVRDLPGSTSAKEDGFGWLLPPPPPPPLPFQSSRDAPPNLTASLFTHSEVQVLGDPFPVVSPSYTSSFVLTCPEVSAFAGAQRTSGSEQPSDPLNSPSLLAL
SR-BI DiI inh = blocks mouse SR-BI lipid uptake from DiI-HDL | actives 0.96% (n = 320,000) | AID 488896 | Q61009 | ldlA[mSR-BI] CHO cells, DiI-HDL uptake fluorescence, 3 h | inhibition, % at 12.5 µM;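 active = mean replicate inhibition of at least 70% and a set share of replicates each scoring 70 or more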;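 also: 0% = median of neutral control wells and 100% = median of positive control wells; values of inactives mirror those of a sister screen read the other way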
PfHsp90 yeast 2 = reduces growth (ATP signal) of yeast expressing P. falciparum Hsp90. S. cerevisiae expressing PfHsp90, BacTiter-Glo ATP, 48 h; yeast lacking PDR1 and PDR3 efflux regulators. actives 0.32% (n = 310,000). inhibition, % at 9.4 µM. AID 504621;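 active = every replicate shows inhibition above about 80%, whatever the replicate mean, limit read from the data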;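 also: 0% = DMSO neutral controls and 100% = 20 µM radicicol positive controls; yeast relying on Plasmodium falciparum Hsp90 in place of its own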
CAL PDZ FP-1 = inhibitors of human CAL PDZ peptide binding. Q9HD26. purified CAL PDZ, TMR-peptide fluorescence polarization, 1 h. inhibition, % at 20 µM. actives 0.02% (n = 330,000). AID 504414;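 active = highest replicate inhibition of at least 40%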;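 also: plate controls were DMSO neutral control wells for no effect and unlabeled competitor peptide control wells for full effect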
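Test system: tagged CAL PDZ domain / Buffer or medium: sodium phosphate/NaCl buffer pH 7.4 with TCEP, IgG, Thesit / Reagent: TMR-labelled reporter peptide T*-PRC34 bound in PDZ groove / Compound dosing: single point, 20 µM / Schedule: 1 h incubation at room temperature before polarization reading / Technique: fluorescence polarization (mP) / Benchmarks: unlabelled peptide, DMSO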
SR-BI uptake up = SR-BI HDL lipid transfer activation. CHO ldlA[mSR-BI] cells, DiI-HDL uptake fluorescence, 3 h; 100 = double the neutral-control signal. activation, % at 12.5 µM. actives 0.096% (n = 320,000);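 active = mean replicate activation of at least 60% and every replicate at or above 60%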;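 also: 0% = median plate neutral-control signal and 100% = twice that signal; values of inactives mirror those of a sister screen read the other way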
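System: LDL receptor-deficient CHO ldlA cells overexpressing murine SR-BI | Timing: 3 h uptake period with compound, 37 °C | Medium: HEPES-buffered (25 mM, pH 7.4) F12 plus 0.5% BSA | Dosing: Single-point compound dose | Signal: Bottom-read fluorescence, 550/595 nm | Read-out: Retained DiI signal reflecting DiI-HDL uptake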
PvdQ acylase = blocks Pseudomonas aeruginosa PvdQ acylase activity; purified PvdQ acylase, fluorescence plate reader; inhibition, % at 10 µM; actives 0.063% (n = 340,000); AID 488965; in the data active = inhibition above about 30%, passing the limit was not always enough;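 also: 0% = vehicle neutral wells and 100% = reference inhibitor wells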
CAL PDZ FP-2 = blocks peptide binding to the human CAL PDZ domain; Q9HD26; purified CAL PDZ, TMR-peptide fluorescence polarization, 1 h; inhibition, % at 24.9 µM; actives 0.92% (n = 300,000); AID 602252;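 active = mean inhibition of at least 30% with at least half of replicates also reaching 30%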;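 also: 0% = DMSO neutral control and 100% = excess unlabeled competitor peptide PRC23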
* marks the source's active call; other numbers are inactive results. Compounds as they come; any-hit rate near 4.3%.

Screening Cc1cccc2cc(C3CC(c4cccs4)=NN3S(C)(=O)=O)c(Cl)nc12 (stereo unspecified) returned MITF act 2, Rtt109 Vps75 -8, NSD2 HMT inh 4, dFosB activator -4, SR-BI DiI inh 23, PfHsp90 yeast 2 -44, CAL PDZ FP-1 -1.9, SR-BI uptake up -23, PvdQ acylase -5 and CAL PDZ FP-2 8.
For Cc1ccc(S(=O)(=O)N(C)c2ccc(C(=O)NCC3CCCO3)cc2)cc1 (stereo unspecified) the results were Rtt109 Vps75 2, NSD2 HMT inh -1, dFosB activator 4, SR-BI DiI inh 3, PfHsp90 yeast 2 13, CAL PDZ FP-1 0.0, SR-BI uptake up -3, PvdQ acylase 0 and CAL PDZ FP-2 -2.
`O=C(CNC(=O)c1ccc(Br)cc1)NCC(=O)OCC(=O)c1ccccc1` gave MITF act 12, Rtt109 Vps75 6, NSD2 HMT inh 1, dFosB activator -6, SR-BI DiI inh -2, PfHsp90 yeast 2 12, CAL PDZ FP-1 0.2, SR-BI uptake up 2, PvdQ acylase -13 and CAL PDZ FP-2 -2.
For CC1(C)CC(NC(=O)C23CCC(C)(/C(=N/O)C2)C3(C)C)CC(C)(C)N1 (stereo unspecified) the results were MITF act -9, Rtt109 Vps75 2, NSD2 HMT inh -7, dFosB activator -10, SR-BI DiI inh -1, CAL PDZ FP-1 0.0, SR-BI uptake up 1, PvdQ acylase -15 and CAL PDZ FP-2 -1.
For CCc1ccc2oc(-c3cccc(NC(=O)c4cccnc4)c3)nc2c1 the results were MITF act 75, Rtt109 Vps75 -11, NSD2 HMT inh -3, dFosB activator -11, SR-BI DiI inh 37, PfHsp90 yeast 2 28, CAL PDZ FP-1 -1.2, SR-BI uptake up -37, PvdQ acylase -15 and CAL PDZ FP-2 5.
Cc1ccc(NS(=O)(=O)c2cccc(C(=O)N3CCCCCC3)c2)cc1 was read as MITF act -4, NSD2 HMT inh 2, dFosB activator 0, SR-BI DiI inh -4, PfHsp90 yeast 2 4, CAL PDZ FP-1 -2.1, SR-BI uptake up 4, PvdQ acylase -5 and CAL PDZ FP-2 5.
Screening CCN1CCN(CC(=O)Nc2nc3ccc(OC)cc3s2)CC1 returned MITF act 0, Rtt109 Vps75 1, NSD2 HMT inh 4, dFosB activator 8, SR-BI DiI inh -17, PfHsp90 yeast 2 -10, CAL PDZ FP-1 -0.7, SR-BI uptake up 17, PvdQ acylase 16 and CAL PDZ FP-2 0.
Screening O=C(Nc1ccccc1)Nc1ccc2ccccc2c1 returned MITF act 92*, Rtt109 Vps75 -12, NSD2 HMT inh -8, dFosB activator -4, PfHsp90 yeast 2 -3, CAL PDZ FP-1 -2.0, PvdQ acylase -13 and CAL PDZ FP-2 -5.
For O=C(NCCO)C1COc2ccccc2O1 (stereo unspecified) the results were MITF act -4, Rtt109 Vps75 3, NSD2 HMT inh 0, dFosB activator 2, SR-BI DiI inh -14, PfHsp90 yeast 2 -10, CAL PDZ FP-1 -1.0, SR-BI uptake up 14 and PvdQ acylase -18.
`CC1=NN(c2ccccc2)C(=O)C1C=Nc1ccc(N(C)C)cc1` (stereo unspecified) gave Rtt109 Vps75 9, NSD2 HMT inh 9, dFosB activator -6, SR-BI DiI inh 28, PfHsp90 yeast 2 1, CAL PDZ FP-1 -0.1, SR-BI uptake up -28 and PvdQ acylase 3.

Two successive entries out of the list so far, for reference:
Screening Cc1cccc2cc(C3CC(c4cccs4)=NN3S(C)(=O)=O)c(Cl)nc12 (stereo unspecified) returned MITF act 2, Rtt109 Vps75 -8, NSD2 HMT inh 4, dFosB activator -4, SR-BI DiI inh 23, PfHsp90 yeast 2 -44, CAL PDZ FP-1 -1.9, SR-BI uptake up -23, PvdQ acylase -5 and CAL PDZ FP-2 8.
For Cc1ccc(S(=O)(=O)N(C)c2ccc(C(=O)NCC3CCCO3)cc2)cc1 (stereo unspecified) the results were Rtt109 Vps75 2, NSD2 HMT inh -1, dFosB activator 4, SR-BI DiI inh 3, PfHsp90 yeast 2 13, CAL PDZ FP-1 0.0, SR-BI uptake up -3, PvdQ acylase 0 and CAL PDZ FP-2 -2.

(cont.)
For Cc1ccc(-c2cc(C(=O)NNC(=O)c3csc(N4CCOCC4)n3)c3ccccc3n2)cc1 the results were Rtt109 Vps75 1, NSD2 HMT inh 0, dFosB activator -8, SR-BI DiI inh 24, PfHsp90 yeast 2 -8, CAL PDZ FP-1 -1.4, SR-BI uptake up -24, PvdQ acylase 11 and CAL PDZ FP-2 3.
`Cc1nnc(SC(C)C(=O)NC2CCCCC2C)n1N` (stereo unspecified) gave MITF act 9, Rtt109 Vps75 -6, NSD2 HMT inh -1, dFosB activator -5, SR-BI DiI inh -5, CAL PDZ FP-1 -1.8, SR-BI uptake up 5, PvdQ acylase -14 and CAL PDZ FP-2 -3.
`COc1cccc(-c2nn(-c3ccccc3)cc2CN(C)Cc2ccon2)c1` gave MITF act 17, Rtt109 Vps75 -2, NSD2 HMT inh -1, dFosB activator 0, SR-BI DiI inh 7, PfHsp90 yeast 2 14, CAL PDZ FP-1 -3.1, SR-BI uptake up -7, PvdQ acylase -12 and CAL PDZ FP-2 -4.
For O=C(Nc1ccc(Cl)cc1)Nc1nnc(SCc2ccccc2)s1 the results were MITF act 39, Rtt109 Vps75 -5, NSD2 HMT inh -2, dFosB activator -2, SR-BI DiI inh 1, PfHsp90 yeast 2 6, CAL PDZ FP-1 -1.3, SR-BI uptake up -1, PvdQ acylase 8 and CAL PDZ FP-2 -3.
For CC(C(=O)NCCCc1ccccc1)n1cccc1C(=O)c1ccccc1 (stereo unspecified) the results were MITF act -6, Rtt109 Vps75 -3, NSD2 HMT inh 0, dFosB activator -3, SR-BI DiI inh -30, PfHsp90 yeast 2 10, CAL PDZ FP-1 -2.2, SR-BI uptake up 30, PvdQ acylase -11 and CAL PDZ FP-2 -1.
`COc1ccc(O)c(/C=N/NC(=O)CCC(=O)Nc2ccc(C)cc2)c1` gave Rtt109 Vps75 3, NSD2 HMT inh -7, dFosB activator -3, SR-BI DiI inh -6, PfHsp90 yeast 2 -4, CAL PDZ FP-1 -0.6, SR-BI uptake up 6, PvdQ acylase 9 and CAL PDZ FP-2 1.
CC(C)(C)c1ccc(CSc2nnc(-c3ccccn3)n2Cc2ccco2)cc1 was read as MITF act 3, Rtt109 Vps75 -7, NSD2 HMT inh -3, dFosB activator -21, SR-BI DiI inh -10, PfHsp90 yeast 2 -10, CAL PDZ FP-1 -2.7, SR-BI uptake up 10, PvdQ acylase -9 and CAL PDZ FP-2 -1.
CCOc1ccc(C(=O)Nc2nnc(SCC(=O)NCC3CCCO3)s2)cc1 (stereo unspecified) was read as MITF act -45, Rtt109 Vps75 1, NSD2 HMT inh 3, dFosB activator -1, SR-BI DiI inh 13, PfHsp90 yeast 2 -7, CAL PDZ FP-1 -2.9, SR-BI uptake up -13, PvdQ acylase 4 and CAL PDZ FP-2 7.
COc1ccc(NC2CCCN(C(=O)c3ccc4[nH]c(C)c(C)c4c3)C2)cc1 (stereo unspecified) was read as MITF act 8, Rtt109 Vps75 -2, NSD2 HMT inh 15, dFosB activator -8, SR-BI DiI inh -22, PfHsp90 yeast 2 0, CAL PDZ FP-1 -1.5, SR-BI uptake up 22, PvdQ acylase 2 and CAL PDZ FP-2 -4.
`COC(=O)C1=C(C)Nc2nnnn2C1c1ccccc1Cl` (stereo unspecified) gave MITF act -2, Rtt109 Vps75 3, NSD2 HMT inh 0, dFosB activator -5, SR-BI DiI inh 1, PfHsp90 yeast 2 -2, CAL PDZ FP-1 -0.9, SR-BI uptake up -1, PvdQ acylase -7 and CAL PDZ FP-2 -1.
Cc1ccc(-n2c(P(C)(=O)O)nc3ccccc32)cc1 was read as MITF act 6, Rtt109 Vps75 5, NSD2 HMT inh -3, dFosB activator 0, SR-BI DiI inh 18, PfHsp90 yeast 2 -4, CAL PDZ FP-1 0.4, SR-BI uptake up -18, PvdQ acylase -18 and CAL PDZ FP-2 -12.
For C#CCOCCOCCOCCNc1nc(N2CCN(C(=O)[C@H](CCC(=O)O)n3cc([C@@H](N)[C@H](C)CC)nn3)CC2)nc(N2CCN(C(=O)[C@H](CCC(=O)O)n3cc([C@@H](N)CCSC)nn3)CC2)n1 the results were MITF act 0, Rtt109 Vps75 -2, dFosB activator -8, SR-BI DiI inh -13, PfHsp90 yeast 2 7, CAL PDZ FP-1 0.4, SR-BI uptake up 13, PvdQ acylase 1 and CAL PDZ FP-2 -1.
`CC(NC(=O)c1ccccc1)C(=O)OCC(=O)c1ccc(Br)cc1` (stereo unspecified) gave MITF act -13, Rtt109 Vps75 -4, dFosB activator -1, SR-BI DiI inh -20, PfHsp90 yeast 2 13, CAL PDZ FP-1 0.2, SR-BI uptake up 20 and PvdQ acylase -15.
`O=C(c1ccc(COc2ccc3ccccc3c2)o1)N1N=C(C(F)F)CC1(O)C(F)F` (stereo unspecified) gave MITF act 6, Rtt109 Vps75 6, NSD2 HMT inh 0, dFosB activator 1, SR-BI DiI inh 13, PfHsp90 yeast 2 12, CAL PDZ FP-1 -0.9, SR-BI uptake up -13 and PvdQ acylase -2.
For O=C(NNC(=S)NCc1ccccc1)c1ccc(Br)cc1 the results were MITF act -1, Rtt109 Vps75 10, NSD2 HMT inh 6, dFosB activator -6, PfHsp90 yeast 2 -9, CAL PDZ FP-1 -2.3, PvdQ acylase -6 and CAL PDZ FP-2 1.
COC(=O)CN(C)C(=O)CC1C(=O)NCCN1CC(C)(C)C (stereo unspecified) was read as MITF act 7, Rtt109 Vps75 4, NSD2 HMT inh 12, dFosB activator -11, SR-BI DiI inh 1, PfHsp90 yeast 2 -5, CAL PDZ FP-1 -0.6, SR-BI uptake up -1, PvdQ acylase 11 and CAL PDZ FP-2 4.
Screening Cc1ccc(-c2csc(/C(C#N)=C/Nc3ccc4c(c3)OCCO4)n2)cc1 returned MITF act -3, Rtt109 Vps75 -4, NSD2 HMT inh -1, dFosB activator 4, SR-BI DiI inh 65, PfHsp90 yeast 2 9, CAL PDZ FP-1 -1.9, SR-BI uptake up -65, PvdQ acylase -6 and CAL PDZ FP-2 3.
For Cc1nn(C)cc1C1C2=C(CC(C)(C)CC2=O)N(c2ccccc2)C2=C1C(=O)CC(C)(C)C2 the results were MITF act 4, Rtt109 Vps75 -15, NSD2 HMT inh 1, dFosB activator -14, SR-BI DiI inh -4, PfHsp90 yeast 2 -5, CAL PDZ FP-1 0.0, SR-BI uptake up 4, PvdQ acylase 5 and CAL PDZ FP-2 -5.
For O=C(CSc1nnc(-c2cccnc2)o1)N1CCCCC1 the results were MITF act -4, Rtt109 Vps75 4, NSD2 HMT inh 0, dFosB activator 4, PfHsp90 yeast 2 5, CAL PDZ FP-1 -3.2, PvdQ acylase 2 and CAL PDZ FP-2 6.
